Compound activity as filed in PubChem BioAssay.
GDH-TPI counter: GDH-TPI coupling enzyme inhibitors, primary screen, artefact control for M. tuberculosis FBA inhibitor project, biochemical, absorbance, full deck; actives 1.2% (n = 360,000); GDH-TPI coupled enzyme counterscreen, NADH absorbance; inhibition, % at 4.8 µM; in the data active = inhibition above about 30%;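 note: 0% = DMSO wells and 100% = wells lacking the enzyme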
MazEF act: activators of E. coli MazEF toxin-antitoxin RNase, primary screen, biochemical, fluorescence, uHTS; AID 504720, 2011; actives 0.32% (n = 350,000); Endoribonuclease toxin MazF (Escherichia coli (strain K12)), P0AE70; activation, % at 20 µM; FAM/BHQ RNA-DNA oligo cleavage fluorescence, 5 h; in the data active = activation above about 50%
Target sequence (P0AE70 whole entry, looked up): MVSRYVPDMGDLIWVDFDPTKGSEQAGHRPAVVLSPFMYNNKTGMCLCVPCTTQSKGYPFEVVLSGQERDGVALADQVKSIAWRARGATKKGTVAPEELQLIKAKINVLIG
BoNT-F LC inh: BoNT/F light chain protease inhibitors, primary screen, biochemical, flow cytometry, MLPCN library; Multiplex microsphere protease cleavage assay; actives 0.22% (n = 360,000); inhibition, % at 10 µM; in the data active = inhibition above about 35%, passing the limit was not always enough; inconclusive = no clear call, values can overlap the other calls; note: plate controls were buffer without enzyme for full effect and enzyme alone for no effect
PrPC TRFRET: inhibitors of human cell surface prion protein PrPC, primary screen, cell-based, TR-FRET; actives 0.43% (n = 370,000); TR-FRET read-out; Major prion protein (Homo sapiens), P04156; inhibition, % at 13.8 µM; in the data active = inhibition above about 24%; note: 0% = median of the test wells and 100% = reference compound wells
Rv3671c inh: Rv3671c serine protease inhibitors, primary screen, biochemical, fluorescence polarization, M. tuberculosis H37Rv | P9WHR9 | inhibition, % at 5.96 µM | actives 0.048% (n = 320,000) | AID 2606, 2010; in the data active = inhibition above about 38%;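 note: extracellular domain of Rv3671c used as enzyme; 0% = enzyme with DMSO and 100% = no enzyme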
Target sequence (P9WHR9 whole entry, looked up, the tested form may be a part): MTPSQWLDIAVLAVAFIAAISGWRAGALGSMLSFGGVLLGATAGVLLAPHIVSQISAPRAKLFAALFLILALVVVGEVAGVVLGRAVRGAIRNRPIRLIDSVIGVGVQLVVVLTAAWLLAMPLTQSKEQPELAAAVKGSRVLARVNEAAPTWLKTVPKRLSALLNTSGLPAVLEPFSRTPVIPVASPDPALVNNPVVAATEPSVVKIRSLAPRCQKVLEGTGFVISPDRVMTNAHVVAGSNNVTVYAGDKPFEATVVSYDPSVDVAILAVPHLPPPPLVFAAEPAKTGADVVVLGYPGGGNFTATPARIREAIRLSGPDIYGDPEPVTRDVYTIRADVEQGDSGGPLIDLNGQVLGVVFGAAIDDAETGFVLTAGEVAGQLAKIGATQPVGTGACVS
FadD28 binding: inhibitors of FadD28 bisubstrate probe binding, primary screen, biochemical, fluorescence polarization, single point; Mycobacterium tuberculosis FadD28 fatty-acid-AMP ligase; inhibition, % at 12.5 µM; actives 0.22% (n = 360,000); in the data active = inhibition above about 8.5%, passing the limit was not always enough; inconclusive = no clear call, values can overlap the other calls
Mtb UGM inh: M. tuberculosis UGM enzyme inhibitors, primary screen, biochemical, fluorescence polarization, single point; UDP-galactopyranose mutase (Mycobacterium tuberculosis (strain ATCC 25618 / H37Rv)), …; purified UGM, fluorescence polarization probe displacement; inhibition, % at 10 µM; actives 0.06% (n = 320,000); AID 504406, 2011; in the data active = inhibition above about 10%, passing the limit was not always enough; inconclusive = no clear call, values can overlap the other calls
Target sequence (P9WIQ1 whole entry, looked up): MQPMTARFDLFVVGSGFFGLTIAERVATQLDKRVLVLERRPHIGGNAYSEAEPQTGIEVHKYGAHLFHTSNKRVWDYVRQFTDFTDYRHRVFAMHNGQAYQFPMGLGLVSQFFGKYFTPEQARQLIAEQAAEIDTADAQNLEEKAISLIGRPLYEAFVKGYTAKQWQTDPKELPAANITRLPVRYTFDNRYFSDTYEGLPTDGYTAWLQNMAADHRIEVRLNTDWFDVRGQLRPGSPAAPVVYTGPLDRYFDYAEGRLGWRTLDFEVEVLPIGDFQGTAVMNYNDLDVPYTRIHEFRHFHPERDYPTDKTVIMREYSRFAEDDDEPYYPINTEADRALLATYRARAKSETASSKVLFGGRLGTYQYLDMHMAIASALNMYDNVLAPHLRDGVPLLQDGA
Mtb FBA inh: Mtb FBA enzyme inhibitors, primary screen, biochemical, fluorescence, strain H37Rv; Fructose-bisphosphate aldolase (Mycobacterium tuberculosis (strain ATCC 25618 / H37Rv)), …; actives 2.3% (n = 360,000); inhibition, % at 1 µM; purified M. tuberculosis FBA, fluorescence read-out; in the data active = inhibition above about 27%;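 note: 0% = vehicle and 100% = reference inhibitor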
BioA inh: M. tuberculosis BioA enzyme inhibitors, primary screen, biochemical, plate reader, single point, HTS | 7,8-diaminopelargonic acid synthase BioA (Mycobacterium tuberculosis) | actives 0.096% (n = 360,000) | inhibition, % at 9.99 µM | purified M. tuberculosis BioA enzyme; in the data active = inhibition above about 40%; inconclusive = no clear call, values can overlap the other calls
* marks the source's active call; other numbers are inactive results; ? = inconclusive; / = no result given; + = active, no number. Random draw from the library; overall some 4.8% were active at least once.

SMILES	GDH-TPI counter	MazEF act	BoNT-F LC inh	PrPC TRFRET	Rv3671c inh	FadD28 binding	Mtb UGM inh	Mtb FBA inh	BioA inh
COc1ccc(-n2c(O)c(/C=C3\C=Nc4ccc(Br)cc43)c(=O)[nH]c2=O)cc1	-6	-240	-11	3	-14	-1.7	41*	3	-3.4
CC(C)N(C(=O)CSc1nc2ccccc2n1-c1ccccc1)C(C)C	1	-7	-15	16	-6	-1.1	0.5	-1	1.1
COc1ccc(NC(=O)c2cc(-c3ccco3)on2)cc1OC	-5	5	17	3	-1	-3.2	-1.6	0	0.2
Cc1ccc(S(=O)(=O)NCC(=O)OCC(=O)c2c(N)n(C)c(=O)n(C)c2=O)cc1	7	-9	-2	-6	11	-0.9	3.2	6	/
O=C(O)C1CCN(C(=O)CCN2C(=O)S/C(=C\c3ccccc3)C2=O)CC1	35*	9	3	-2	4	0.3	-2.3	-2	1.3
O=C(N/N=C/c1sc(N2CCOCC2)nc1-c1ccccc1)c1cccc(S(=O)(=O)N2CCCC2)c1	22	-43	-2	0	-1	-0.7	/	-1	/
O=C1NC2NC(=O)N(C(Cc3ccccc3)C(=O)O)C2N1 (stereo not given)	12	10	-4	-2	-1	-2.1	-2.2	1	/
COc1ccc(N(CC(=O)NCc2ccco2)C(=O)CNS(=O)(=O)c2ccc(Cl)cc2)cc1	13	-15	0	4	7	/	0.9	3	-2.3
COc1ccc(Cc2nc(-c3cccs3)no2)cc1	2	-15	-4	6	-6	-0.5	-0.4	3	7.4
CC(=O)N1c2ccc(S(=O)(=O)NCCC(=O)Nc3ccc(C)c(F)c3)cc2CC1C (stereo not given)	1	3	-5	4	-1	-2.9	-0.9	1	-0.8
Cc1cccc(NC(=O)CN2C(=O)N/C(=C\c3ccc(N4CCOCC4)cc3)C2=O)c1	31*	7	-2	-7	-3	3.2	-1.7	-3	-1.2
CN1CCC(=NNC(=O)CN(c2ccccc2)S(=O)(=O)c2ccccc2)CC1	-4	3	0	7	-2	-4.4	-0.1	-1	0.3
C[C@@H](OC(=O)N1CCCCC1)[C@H]1O[C@]2(C)CCCC[C@H]1O2	-2	8	2	4	8	0.3	-2.4	0	2.8
CCCC12CN3CC(C)(CN(C1)C3c1ccco1)C2=O (stereo not given)	2	6	-8	-2	9	1.3	-1.0	10	/
O=c1oc2ccccc2cc1-c1nc2ccccc2o1	60*	1	0	-6	8	-0.1	1.7	+	-0.9
N#CC(OC(=O)c1ccccc1)c1cccc([N+](=O)[O-])c1 (stereo not given)	10	2	-1	-8	/	-0.8	/	0	0.5
N#Cc1cccc(C(=O)OCC(=O)NC(=O)NC2CCCCC2)c1	0	-2	6	-7	-4	0.0	-0.5	-2	-0.5
O=C(CSc1nc2ccccc2c(=O)n1Cc1ccco1)NCc1ccco1	7	8	-4	-21	0	-3.8	2.0	3	-2.2
Cc1ccc2[nH]ccc(=O)c2c1	12	-2	-4	-1	1	0.6	0.9	30*	-1.9
Cc1ccc(-c2cc(C(=O)N3CCN(C4CCS(=O)(=O)C4)CC3)c3ccccc3n2)cc1 (stereo not given)	4	9	-5	-2	0	-4.2	2.4	13	1.9

Reformatted in markdown: two of the compounds above.
| Molecule | GDH-TPI counter | MazEF act | BoNT-F LC inh | PrPC TRFRET | Rv3671c inh | FadD28 binding | Mtb UGM inh | Mtb FBA inh | BioA inh |
| --- | --- | --- | --- | --- | --- | --- | --- | --- | --- |
| CC(=O)N1c2ccc(S(=O)(=O)NCCC(=O)Nc3ccc(C)c(F)c3)cc2CC1C (stereo not given) | 1 | 3 | -5 | 4 | -1 | -2.9 | -0.9 | 1 | -0.8 |
| Cc1cccc(NC(=O)CN2C(=O)N/C(=C\c3ccc(N4CCOCC4)cc3)C2=O)c1 | 31* | 7 | -2 | -7 | -3 | 3.2 | -1.7 | -3 | -1.2 |

Carrying on.
SMILES	GDH-TPI counter	MazEF act	BoNT-F LC inh	PrPC TRFRET	Rv3671c inh	FadD28 binding	Mtb UGM inh	Mtb FBA inh	BioA inh
c1ccc(Cc2c(-c3ccccc3)nc3c4ccccc4ccn23)cc1	9	-4	0	7	/	-1.3	/	3	-2.9
Cc1cccn2c(=O)c(/C=C(\C#N)C(=O)NC3CCS(=O)(=O)C3)c(N3CCC(C(N)=O)CC3)nc12 (stereo not given)	0	8	1	-5	-4	-2.7	-1.7	192*	/
CC(=O)c1ccc(NC(=O)c2ccc3nc(C)sc3c2)cc1	6	13	-21	4	-16	-3.4	-1.9	-1	-0.5
CCCCc1cc(=O)oc2cc(C)cc(OC(C)C(=O)NCc3ccncc3)c12 (stereo not given)	1	2	-1	-3	7	0.4	-0.5	42*	/
NC(=O)c1ccsc1NC(=O)COc1ccccc1	-4	5	-4	/	2	-4.1	0.4	-1	-3.1
O=C(NN=Cc1ccc(O)cc1)c1ccccc1NS(=O)(=O)c1cccs1	37*	8	-6	-1	3	-0.7	2.5	4	-0.3
CCc1ccc(OCCNC(=O)c2cccs2)cc1	7	-1	-5	0	0	0.7	1.0	9	3.6
CCC1(c2ccccc2)NC(=O)N(CC(=O)Nc2cc(S(=O)(=O)N3CCCCC3)ccc2N(C)C)C1=O (stereo not given)	7	2	2	7	0	-5.7	-0.5	1	/
CCOc1cc(S(=O)(=O)N2CCCCCC2)ccc1F	6	-2	0	-6	-4	-1.8	2.7	0	0.6
Cc1cc(C)n2nc(C(=O)OCC(=O)N(C)C3CCS(=O)(=O)C3)nc2n1 (stereo not given)	-6	5	/	-1	-2	-1.1	2.4	-2	0.2
Cc1ccc(C(=O)Nc2nc(-c3cccnc3)cs2)o1	13	-6	1	-2	-6	-2.4	2.6	-3	/
COC(=O)CCC/C=C1/SCC(NC(=O)c2ccccc2)C1=O (stereo not given)	-2	6	-4	0	11	-2.9	-2.4	-2	/
O=C(C=Cc1ccccn1)c1ccccc1O	-4	8	7	1	/	-3.1	/	1	2.4
CC1(C)N=C(c2ccccn2)C(C)(C)N1O	8	2	3	10	4	0.8	3.0	0	-1.0
Cc1ccc(CN2C(=O)c3ccccc3Sc3ccc(C(=O)NCCCN4CCOCC4)cc32)cc1	10	-7	-8	7	-9	-2.4	1.7	-2	-0.3
CC(=O)c1cccc(NC(=O)c2cc(-c3ccco3)nc3ccccc23)c1	-5	7	-1	-7	-14	-3.9	-0.4	14	0.2
COc1ccc(Br)cc1CN1CCN(C(=O)c2ccco2)CC1	-3	-2	-9	5	8	-1.0	-1.1	3	1.6
O=S(=O)(c1ccc2ccccc2c1)N1CCN=C1SCc1cccnc1	3	-3	2	-1	-13	-4.7	-3.7	-2	/
COC(=O)c1ccc(C(=O)N2CCCC(CNC(=O)c3ccc(F)cc3)C2)cc1 (stereo not given)	-9	2	1	-4	-2	-4.1	-0.6	0	5.8
CCOC(=O)n1c(=O)n(C)c2ccc(Br)cc21	3	2	-10	-5	3	-3.3	1.7	-1	1.2
CCn1c(NC(=O)c2ccccc2F)c(-c2cccs2)c(=O)c2ccccc21	13	-3	-3	-1	-1	-1.8	-3.1	5	/
COc1cccc(/C=N/NC(=O)c2oc3nc(-c4ccccc4)cc(-c4ccco4)c3c2N)c1	17	-13	?	-5	-8	-0.9	3.2	4	-2.3
CN1CCN(/C(=N\O)c2nonc2N)CC1	-5	8	8	-4	-6	0.4	0.0	3	/
CC(=O)c1cccc(N2C(=O)CC(N3CCN(S(=O)(=O)c4ccc(Cl)cc4)CC3)C2=O)c1 (stereo not given)	4	-4	4	-5	1	0.2	-1.4	-1	-0.9
COc1ccc2c(Cl)c(-c3nnco3)sc2c1	15	-31	-32	25*	4	-1.5	-1.9	2	-1.2
CC(=O)/C(=N\Nc1cccc(Cl)c1)Sc1nnc(-c2ccccc2)n1-c1ccccc1	7	-35	-2	3	2	-3.9	0.2	-2	/
CC1CCCC(NC(=O)CCn2c(=O)oc3ccccc32)C1C (stereo not given)	-1	-3	0	0	-9	-1.6	1.0	0	-4.5
OCC[C@H]1C[C@@H](O)[C@H](O)[C@]2(Cc3ccccc3CO2)O1	1	11	-5	1	4	-0.3	3.6	-1	-1.2
COc1ccc(NC(=O)CC2Nc3cccc4cccc(c34)NC2=O)cc1 (stereo not given)	18	-7	-8	2	6	-1.8	-0.2	0	/
CCCCNc1nc2c(c(=O)n(C)c(=O)n2C)n1CCC	7	6	-1	1	9	-0.8	2.7	0	0.4
CCNC(=O)CCC(=O)Nc1cc(Cl)ccc1C	6	16	-6	-3	3	-4.0	-0.1	-6	0.6
CC(C)c1c(C(=O)N/N=C/c2cccc(OCc3ccccc3)c2)nnn1-c1nonc1N	7	-9	0	3	-32	-1.8	0.8	-1	-2.7
COC(=O)Cc1c(C)nc2nc(-c3ccc(Cl)cc3)[nH]n2c1=O	2	3	0	2	3	0.7	-3.1	4	-0.8
COc1cc(C(=O)NC(=S)NNC(=O)c2cnccn2)cc(OC)c1OC	22	-1	9	12	-2	0.4	2.7	-1	-0.9
CN(CC(=O)N1CCN(c2ccc(F)cc2)CC1)S(=O)(=O)c1ccc(F)cc1	-6	-1	-4	0	-6	-1.4	0.8	6	/
OCCNc1nc(Nc2ccccc2)nc2ccccc12	7	3	-2	6	-5	-1.5	-1.8	6	1.5
CCN(CC)C(=O)c1sc(NC(=O)c2ccc3c(c2)OCO3)c(C#N)c1C	12	2	3	-10	-3	-2.2	-0.6	0	-1.3
CCc1c(O)nc(SCC(=O)Nc2ccccc2C)[nH]c1=O	6	7	2	-4	-1	-1.0	2.3	2	0.4
COc1ccc(N2CCN(S(=O)(=O)c3ccc(-c4cc(C)no4)s3)CC2)cc1	2	-1	-3	-3	4	?	0.5	2	-1.1
Cc1ccc(S(=O)(=O)N2CCCN(Cc3nc4ccccc4c(=O)[nH]3)CC2)cc1	7	1	/	-6	/	-1.9	/	1	/

3 entries from above, arranged by molecular weight, highest first.
SMILES	GDH-TPI counter	MazEF act	BoNT-F LC inh	PrPC TRFRET	Rv3671c inh	FadD28 binding	Mtb UGM inh	Mtb FBA inh	BioA inh
CCN(CC)C(=O)c1sc(NC(=O)c2ccc3c(c2)OCO3)c(C#N)c1C	12	2	3	-10	-3	-2.2	-0.6	0	-1.3
OCCNc1nc(Nc2ccccc2)nc2ccccc12	7	3	-2	6	-5	-1.5	-1.8	6	1.5
CCNC(=O)CCC(=O)Nc1cc(Cl)ccc1C	6	16	-6	-3	3	-4.0	-0.1	-6	0.6

An excerpt of these results, as a markdown table:
| compound | GDH-TPI counter | MazEF act | BoNT-F LC inh | PrPC TRFRET | Rv3671c inh | FadD28 binding | Mtb UGM inh | Mtb FBA inh | BioA inh |
| --- | --- | --- | --- | --- | --- | --- | --- | --- | --- |
| OCCNc1nc(Nc2ccccc2)nc2ccccc12 | 7 | 3 | -2 | 6 | -5 | -1.5 | -1.8 | 6 | 1.5 |
| CCN(CC)C(=O)c1sc(NC(=O)c2ccc3c(c2)OCO3)c(C#N)c1C | 12 | 2 | 3 | -10 | -3 | -2.2 | -0.6 | 0 | -1.3 |
